Compound activity (PubChem)
PAD4 FP inh = human PAD4 inhibitors, primary screen, biochemical, fluorescence polarization, 1536-well format; recombinant PAD4, RCA probe fluorescence polarization; inhibition, % at 6.36 µM; AID 485272, 2010; 0.41% of 330,000 active; Protein-arginine deiminase type-4 (Homo sapiens), Q9UM07;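 active = percent inhibition above a cutoff equal to the mean of all tested compounds plus 3 SD, cut at about 15% in these data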;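 note: 0% = PAD4 with RCA probe and DMSO and 100% = probe without PAD4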
PME-1 inh = PME-1 inhibitors via competitive probe labeling, primary screen, biochemical, fluorescence polarization, FP-Rh probe, HTS; recombinant PME-1; inhibition, % at 5.9 µM; 0.53% of 320,000 active;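 active = inhibition above the campaign mean of all compounds plus 3 SD, cut at about 26% in these data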;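 note: competitive labeling of PME-1 active site by serine hydrolase directed probe; 0% = PME-1 with DMSO and 100% = wells lacking PME-1 enzyme; inhibitors block probe labeling so polarization falls and inhibition rises; many of its hits are not listed in these tables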
PREPL inh = PREPL enzyme inhibitors, primary screen, biochemical, fluorescence polarization; recombinant PREPL, fluorescence polarization activity-based probe; inhibition, % at 5.96 µM; 0.68% of 320,000 active; in the data active = inhibition above about 43%;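 note: 0% = enzyme with DMSO and 100% = wells lacking enzyme; many of its hits are not listed in these tables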
Target sequence (Q4J6C6 whole entry, looked up): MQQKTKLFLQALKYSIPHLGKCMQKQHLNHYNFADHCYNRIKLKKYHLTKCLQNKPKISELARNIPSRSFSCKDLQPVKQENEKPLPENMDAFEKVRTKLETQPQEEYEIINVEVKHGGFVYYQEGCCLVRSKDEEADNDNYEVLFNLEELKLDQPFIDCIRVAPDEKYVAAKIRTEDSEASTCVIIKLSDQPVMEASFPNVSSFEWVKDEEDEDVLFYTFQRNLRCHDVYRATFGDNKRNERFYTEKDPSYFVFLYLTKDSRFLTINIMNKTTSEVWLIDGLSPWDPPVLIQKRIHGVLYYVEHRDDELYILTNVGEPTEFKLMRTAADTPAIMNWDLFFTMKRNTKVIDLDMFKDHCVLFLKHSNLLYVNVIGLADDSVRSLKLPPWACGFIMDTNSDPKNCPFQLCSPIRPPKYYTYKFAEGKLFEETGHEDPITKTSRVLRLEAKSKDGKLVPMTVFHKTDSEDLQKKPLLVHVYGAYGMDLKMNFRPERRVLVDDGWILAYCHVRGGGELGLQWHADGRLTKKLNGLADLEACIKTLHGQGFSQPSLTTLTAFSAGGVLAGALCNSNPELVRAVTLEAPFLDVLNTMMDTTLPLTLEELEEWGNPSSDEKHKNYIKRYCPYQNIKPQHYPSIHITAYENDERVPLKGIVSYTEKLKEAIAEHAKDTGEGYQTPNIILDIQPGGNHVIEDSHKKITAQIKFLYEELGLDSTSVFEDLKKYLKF
PAFAH1B3 inh = PAFAH1B3 enzyme inhibitors, primary screen, biochemical, fluorescence polarization, human; Platelet-activating factor acetylhydrolase IB subunit alpha1 (Homo sapiens), Q15102; recombinant PAFAH1B3, FP-rhodamine probe; inhibition, % at 3.39 µM; 0.28% of 340,000 active;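 active = inhibition above the screen-wide average of all tested compounds plus 3 SD, cut at about 25% in these data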;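 note: 0% = enzyme with DMSO only and 100% = wells lacking PAFAH1B3 protein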
Target sequence (Q15102 whole entry, looked up): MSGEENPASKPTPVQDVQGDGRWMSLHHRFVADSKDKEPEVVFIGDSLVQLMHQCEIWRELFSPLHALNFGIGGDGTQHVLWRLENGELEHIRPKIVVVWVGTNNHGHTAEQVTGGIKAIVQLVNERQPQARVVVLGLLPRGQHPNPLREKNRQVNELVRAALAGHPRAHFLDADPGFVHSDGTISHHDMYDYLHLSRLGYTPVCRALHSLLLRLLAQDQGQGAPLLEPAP
LYPLA2 counter = LYPLA2 inhibitors, primary screen, counter-screen for PME1 inhibitor project, biochemical, fluorescence polarization, FP-Rh probe ABPP | inhibition, % at 5.9 µM | 0.38% of 320,000 active | AID 2177, 2009 | recombinant LYPLA2;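 active = inhibition above the screen-wide mean plus 3 SD, limit set per campaign, cut at about 26% in these data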;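 note: 0% = LYPLA2 with DMSO and 100% = wells lacking LYPLA2 enzyme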
PAFAH1B2 FP inh = PAFAH1B2 enzyme inhibitors, primary screen, biochemical, fluorescence polarization, human; Platelet-activating factor acetylhydrolase IB subunit alpha2 (Homo sapiens), P68402; AID 492953, 2010; 1.2% of 340,000 active; recombinant PAFAH1B2, FP-rhodamine activity probe; inhibition, % at 3.39 µM;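 active = inhibition above the mean of all tested compounds plus 3 SD, cut at about 24% in these data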;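 note: 0% = enzyme with DMSO and 100% = wells lacking PAFAH1B2; many of its hits are not listed in these tables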
pPAFAH inh = pPAFAH enzyme inhibitors, primary screen, biochemical, fluorescence polarization, human; recombinant pPAFAH, FP-rhodamine probe fluorescence polarization; 1.5% of 330,000 active; Platelet-activating factor acetylhydrolase (Homo sapiens), Q13093; inhibition, % at 3.39 µM;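 active = inhibition above the mean inhibition across the screen plus 3 SD, cut at about 25% in these data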;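 note: inhibitors block binding of the rhodamine activity-based probe so polarization drops; 0% = enzyme with DMSO and 100% = wells lacking pPAFAH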
GSTO1 counter = inhibitors of recombinant GSTO1, primary screen, counter-screen for RBBP9 inhibitor project, biochemical, fluorescence polarization; activity-based probe fluorescence polarization; inhibition, % at 5.96 µM; 1.1% of 300,000 active; AID 1974, 2009;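 active = inhibition above the campaign mean inhibition plus 3 SD, cut at about 35% in these data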;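 note: 0% = GSTO1-1 with DMSO and 100% = wells lacking GSTO1-1 enzyme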
LYPLA1 counter = LYPLA1 inhibitors, primary screen, counter-screen for PME1 inhibitor project, biochemical, fluorescence polarization, FP-Rh probe ABPP | inhibition, % at 5.9 µM | Acyl-protein thioesterase 1 (Homo sapiens), O75608 | recombinant LYPLA1 | 0.16% of 320,000 active;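 active = inhibition above the mean of all tested compounds plus 3 SD, set per campaign, cut at about 14% in these data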;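 note: inhibitors block serine hydrolase probe labeling of LYPLA1 so polarization falls; 0% = enzyme with DMSO and 100% = wells lacking LYPLA1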
Starred values were filed as active, the others as inactive; nt = no result given. The list is partial, so the mix of outcomes need not match the whole.

structure	PAD4 FP inh	PME-1 inh	PREPL inh	PAFAH1B3 inh	LYPLA2 counter	PAFAH1B2 FP inh	pPAFAH inh	GSTO1 counter	LYPLA1 counter
CCOc1ccc(NC(=O)c2c(O)[nH]c(=O)[nH]c2=O)cc1	-1	1	-1	9	-12	6	3	3	-2
CCOP(=O)(OCC)C(O)c1ccc(Br)cc1 (centres undefined)	-1	-4	0	-1	2	5	3	4	1
CC1CCC(C(C)C)C(OP(N)(=O)c2ccccc2)C1 (centres undefined)	-3	-1	-6	5	1	20	5	-6	-1
Cc1ccc(N2C(=O)NC(=O)/C(=C/c3ccc(-c4ccc(C(=O)O)c(Cl)c4)o3)C2=O)cc1	-5	-3	3	16	-1	-1	8	13	0
COc1ccc(-n2c(O)c(C(C)=NCCc3c[nH]c4ccccc34)c(=O)[nH]c2=O)cc1	-5	-2	20	nt	7	nt	5	1	2
Cc1ccccc1-n1c(C)nc2sccc2c1=O	-1	5	9	-3	12	1	-1	5	3
COc1ccccc1OCCCn1cc(C(=O)c2ccco2)c2ccccc21	-4	1	-12	-1	-2	3	5	-2	-4
O=C(c1ccc(CS(=O)(=O)c2ccc(Br)cc2)o1)N1CCC2(CC1)OCCO2	5	-10	-7	5	-3	2	1	1	-1
O=C(NCc1ccc(C(=O)N2CCC3(CC2)OCCO3)cc1)c1ccc2c(c1)OCO2	2	5	8	4	5	-2	7	3	0
CCC(=NC1CC1)c1c(O)n(-c2ccc(OC)cc2)c(=O)[nH]c1=O	-2	-6	2	3	1	4	-2	2	1
O=C(Nc1ccccc1)c1cc([N+](=O)[O-])ccc1N1CCNCC1	-3	1	1	0	7	0	3	-2	3
CCOc1ccc(-n2c(O)c(N=Nc3c(C)n(C)n(-c4ccccc4)c3=O)c(=O)[nH]c2=O)cc1	-1	8	6	nt	4	nt	2	21	3
COC(=O)C1=C(c2ccc(OCc3ccccc3)cc2)C[C@@H]2CC[C@H]1N2C(=O)NC1CCN(Cc2ccccc2)CC1	-3	4	30	3	-2	-5	11	nt	-1
CN1CCC2(CC1)NC(=O)C1=C(CN(C)CC1)N2	3	-3	-7	-1	10	3	2	2	0
O=C1C2C3CCC(O3)C2C(=O)N1c1cccc(F)c1 (centres undefined)	-2	-2	11	nt	1	nt	4	2	1
Cc1cc(OCC(=O)NC(Cc2ccc(Cl)cc2)C(=O)O)c2c3c(c(=O)oc2c1)CCCC3 (centres undefined)	-1	11	3	8	0	30*	5	-119	0
Cc1ccc(CN2CCCN(Cc3ccc(C)cc3)S2(=O)=O)cc1	2	-3	-1	-3	-5	-1	-6	15	-2
CN1C(=O)C(Cc2nc3ccccc3c(=O)n2-c2ccccc2)c2ccccc21 (centres undefined)	-1	-2	-7	2	7	8	-1	6	2
N#CCC(=O)NN1Cc2ccccc2C1=N	1	2	7	0	1	2	-2	4	1
CNC(=S)N1CCN(CCN=Cc2c(O)n(-c3ccc(C)cc3)c(=S)[nH]c2=O)CC1	4	1	3	2	-6	2	8	0	-3
Cn1c(O)c(C=Nc2ccc(Br)cc2)c(=O)n(C)c1=O	0	7	-2	1	0	-1	4	1	-1
CC(C)(C)N(NC(=O)c1ccccc1)C(=O)c1ccccc1	-2	0	8	4	5	5	-2	1	1
CC(C)=CCSc1nnc([C@@H](N)Cc2c[nH]c3ccccc23)o1	-1	1	13	0	-5	0	-2	2	-3
COc1ccc2nc(/N=C/c3c(O)n(-c4cccc(Cl)c4)c(=O)[nH]c3=O)sc2c1	-1	-2	-9	3	2	4	8	26	-4
Cc1ccc2nc(N3CCC(C(=O)N4CCC5(CC4)OCCO5)CC3)sc2c1	-3	-4	15	9	-5	3	11	5	-1
Cc1ccc(-n2c(O)c(/C=N/N3CCCCCC3)c(=O)[nH]c2=O)cc1C	-4	0	6	nt	9	nt	3	1	-1
CN1C(=O)c2ccccc2NC(=O)C1Cc1ccccc1 (centres undefined)	6	4	0	5	-3	-4	-2	14	-1
COc1cc(C2NCc3ccccc3-n3cccc32)ccc1O (centres undefined)	-5	0	-62	4	0	0	5	5	-2
OC(CCNCCc1c[nH]c2ccccc12)C(F)(F)F (centres undefined)	1	-1	-18	8	10	3	-1	-1	-1
COc1ccccc1N1CCN(Cc2ccccc2)CC1	5	-4	21	9	-4	2	2	-5	-2
COc1ccc(-c2cc(-c3ccccc3)[n+](C)c(-c3ccccc3)c2)cc1	0	2	13	7	0	2	5	-1	-1
COc1ccc(/C=N\N=C(N)N)cc1	8	-1	-2	3	4	5	11	0	4
c1cncc(C2Nc3cccc4cccc(c34)N2)c1	-7	11	22	36*	-10	2	8	64*	-14
COC(=O)CCCNC(=O)CN1CC(c2ccccc2)CC1=O (centres undefined)	2	-6	15	-1	0	7	2	0	1
OCCCCO	1	0	0	6	5	3	-2	nt	2
CC(C)n1c(=O)c(C=Nc2ccc(Br)cc2)c(O)n(Cc2ccco2)c1=O	-4	-13	0	-19	-15	-8	8	-1	-11
CCOC(=O)C(C)(CC)NC(=O)CSP(=S)(OCC)OCC (centres undefined)	2	0	12	7	4	-1	-3	7	1
c1ccc(P(c2ccccc2)c2ccccn2)cc1	-3	2	-1	2	5	1	2	5	1
CC1CCN(CC(=O)c2ccc3c(c2)OCCO3)CC1	-4	-1	-3	1	-1	4	3	4	-5
Clc1ccc(CN2CCNCC2)cc1	4	-1	-3	-1	2	-2	0	-3	2

More results follow.
Fields – PAD4 FP inh, PME-1 inh, PREPL inh, PAFAH1B3 inh, LYPLA2 counter, PAFAH1B2 FP inh, pPAFAH inh, GSTO1 counter, LYPLA1 counter
> COc1cc(C)cc(CN2CC=C(c3ccccc3)CC2)c1O
  -3, 1, 2, -3, -2, 6, -2, 8, 4
> O=C(CN1CC=C(c2ccccc2)CC1)NC(=O)NCc1ccco1
  -4, -4, 5, -3, 0, -2, 9, 2, 0
> O=C(c1cccc(C(F)(F)F)c1)C1CCCN(Cc2ccccc2O)C1 (centres undefined)
  -5, -5, 9, 2, -6, -4, 0, 6, 2
> CCn1c(=O)cc(OCC(=O)N2CCN(Cc3ccc4c(c3)OCO4)CC2)c2ccccc21
  -4, 0, 25, 0, 4, 0, -5, -3, -2
> NC1CCCCC1N=Cc1c(O)n(Cc2ccc(F)cc2)c(=O)[nH]c1=O (centres undefined)
  -2, 6, 25, 4, 0, -4, 0, 4, 13
> O=c1cccc2n1CC1CC2CN(S(=O)(=O)c2ccccc2)C1 (centres undefined)
  1, 0, 12, 6, -5, 1, -4, 7, 0
> CC12CC[C@H]3[C@@H](CCC4(O)C[C@H](O)CCC34/C=N/NC(=O)c3ccc(O)cc3)C1(O)CCC2C1=CC(=O)OC1 (some centres undefined)
  4, -7, 0, 5, 1, 6, 1, 6, -1
> O=P(NCc1ccccc1)(Oc1ccccc1)Oc1ccccc1
  -2, 2, 0, 1, 1, 8, 1, 6, -1
> COc1ccc(CNC(=O)/C=C/c2ccc3[nH]cc(CCN(C)C)c3c2)cc1
  -4, 0, 12, 4, -1, 0, 2, 3, -1
> C/C(=N\N1CCCCC1c1cccnc1)c1c(O)n(C2CCCCC2)c(=S)[nH]c1=O (centres undefined)
  -6, 0, 3, -13, -10, 1, 20, -20, -7
> Brc1ccc(CN2CCNCC2)s1
  -1, 0, 3, 4, 1, -1, 3, -1, -1
> CCC(=Nc1ccc(OC)cc1OC)c1c(O)n(C2CCCCC2)c(=O)[nH]c1=O
  -1, -3, 8, 4, 6, 4, 11, -17, -1
> C/C(=N\NC(=O)c1ccccc1Cl)c1c(O)n(C2CCCCC2)c(=O)[nH]c1=O
  -3, 1, -21, 12, -7, 8, 4, 0, -4
> COC(=O)Cn1cc(/C=C2\C(=O)NC(=O)N(c3ccccc3)C2=O)c2ccccc21
  2, 1, 4, 8, -4, 5, 1, 11, 8
> CP(=O)(O)CN1CCCCC1
  -3, -5, 3, -2, 2, 3, 1, -6, 3
> CC1(C)CC(n2[nH]c(=O)c3c2NC(=O)CSC3c2ccc(F)cc2)CCO1 (centres undefined)
  -2, -6, 5, 8, 0, 4, 2, 21, -1

By substructure, the compounds so far containing an aryl methoxy group
Fields – PAD4 FP inh, PME-1 inh, PREPL inh, PAFAH1B3 inh, LYPLA2 counter, PAFAH1B2 FP inh, pPAFAH inh, GSTO1 counter, LYPLA1 counter
> COc1ccc(-n2c(O)c(C(C)=NCCc3c[nH]c4ccccc34)c(=O)[nH]c2=O)cc1
  -5, -2, 20, nt, 7, nt, 5, 1, 2
> COc1ccccc1OCCCn1cc(C(=O)c2ccco2)c2ccccc21
  -4, 1, -12, -1, -2, 3, 5, -2, -4
> CCC(=NC1CC1)c1c(O)n(-c2ccc(OC)cc2)c(=O)[nH]c1=O
  -2, -6, 2, 3, 1, 4, -2, 2, 1
> COc1ccc2nc(/N=C/c3c(O)n(-c4cccc(Cl)c4)c(=O)[nH]c3=O)sc2c1
  -1, -2, -9, 3, 2, 4, 8, 26, -4
> COc1cc(C2NCc3ccccc3-n3cccc32)ccc1O (centres undefined)
  -5, 0, -62, 4, 0, 0, 5, 5, -2
> COc1ccccc1N1CCN(Cc2ccccc2)CC1
  5, -4, 21, 9, -4, 2, 2, -5, -2
> COc1ccc(-c2cc(-c3ccccc3)[n+](C)c(-c3ccccc3)c2)cc1
  0, 2, 13, 7, 0, 2, 5, -1, -1
> COc1ccc(/C=N\N=C(N)N)cc1
  8, -1, -2, 3, 4, 5, 11, 0, 4
> COc1cc(C)cc(CN2CC=C(c3ccccc3)CC2)c1O
  -3, 1, 2, -3, -2, 6, -2, 8, 4
> COc1ccc(CNC(=O)/C=C/c2ccc3[nH]cc(CCN(C)C)c3c2)cc1
  -4, 0, 12, 4, -1, 0, 2, 3, -1
> CCC(=Nc1ccc(OC)cc1OC)c1c(O)n(C2CCCCC2)c(=O)[nH]c1=O
  -1, -3, 8, 4, 6, 4, 11, -17, -1
